Assay outcomes as filed in PubChem BioAssay.
APP 5'UTR act – activates APP 5'UTR luciferase reporter. SH-SY5Y APP 5'UTR luciferase reporter, luminescence; zero percent = DMSO vehicle wells. 190,000 tested, 1% active. activation, % at 2 µM. AID 1276;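 active = activation above a set limit, based on mean plus 3 SD of controls, cut at about 140% in these data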; also: values of inactives mirror those of a sister screen read the other way
NF-kB expr up – raises NF-kB expression in human neuronal cells; 190,000 tested, 1.6% active; AID 1239; NF-kB reporter expression; active compounds read high; fold change at 12.5 µM; in the data active = fold change above about 3.3
STAT1 act – increases IFN-gamma driven STAT1 reporter signal; 200,000 tested, 2.6% active; activation (% of control), % at 5.5 µM; NIH 3T3 STAT1-luciferase reporter, luminescence; 100% = IFN-gamma alone, no compound; AID 932;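 active = activation above the screen-wide mean activation plus 3 SD, cut at about 130% in these data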;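 also: raw ratio to IFN-gamma control signal so 100% means no change and 0% no light; values of inactives mirror those of a sister screen read the other way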
G6PDH counter – counter-screen for G6PDH assay hits: L. mesenteroides G6PDH inhibition; Purified L. mesenteroides G6PDH, diaphorase/resazurin coupled fluorescence, 45 min; inhibition, % at 5 µM; 200,000 tested, 0.12% active; in the data active = inhibition above about 50%
APP 5UTR inh – APP translation inhibition; SH-SY5Y APP 5'UTR-luciferase reporter, luminescence; inhibition, % at 2 µM; 190,000 tested, 0.82% active; AID 1285;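 active = inhibition above a set limit, derived from the sample mean plus 3 SD, cut at about 45% in these data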; also: values of inactives mirror those of a sister screen read the other way
Diaph inh CS – inhibits diaphorase or chemically oxidizes, flagging diaphorase assay artifacts; diaphorase resazurin-to-resorufin fluorescence, NADH, 16 min; bacterial (C. kluyveri) enzyme, not human; inhibition, % at 20 µM; 190,000 tested, 0.69% active; AID 1217;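 active = primary screen inhibition at 20 µM above a set limit, cut at about 50% in these data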;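 also: plate controls were DMSO with full reaction for no effect and wells lacking NADH for full effect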
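material = Clostridium kluyveri diaphorase enzyme | amount = 0.14 U/mL diaphorase, enzyme working solution | schedule = incubation 16 min, room temperature | detection = fluorescence of resorufin formed from resazurin, Ex 544/Em 590 nm | benchmarks = positive control minus NADH, DMSO neutral control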
FLuc inhib CS – Photinus pyralis luciferase inhibition counter-screen | 200,000 tested, 1.5% active | AID 1006 | ATPLite firefly luciferase biochemical luminescence, 10 min | inhibition, % at 10 µM | P08659;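 active = inhibition above about 50% when tested at 10 µM, limit read from the data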
FLuc stim CS – firefly luciferase counter-screen for stimulation assays; 200,000 tested, under 10 active; AID 1027; activation factor at 10 µM; ATPlite luciferase biochemical, luminescence, 10 min; 0 = ATP-free wells, 1 = DMSO control;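 active = luciferase activation factor, scaled between plate controls, of at least 2 with compound at 10 µM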
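Assay system – cell-free luciferase reagent · Medium – PBS-based ATP solution · Dosing – test compounds dosed from 2 mM stocks in 100% DMSO · Timing – 10 min, room temperature · Technique – light output (luminescence) · Measure – luminescence gain marking luciferase activators · Controls – No-ATP low control, compound-free enzyme-plus-ATP high control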
TLR4 MyD88 comp – blocks binding of human TLR4 to MyD88. O00206+Q99836. HeLa CL3-4 TLR4/MyD88 BLA complementation, FRET ratio. inhibition, % at 8.4 µM. 200,000 tested, 0.18% active. AID 861; in the data active = inhibition above about 25%;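 also: 0% = vehicle and 100% = reference inhibitor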
Target sequence (O00206 whole entry, looked up): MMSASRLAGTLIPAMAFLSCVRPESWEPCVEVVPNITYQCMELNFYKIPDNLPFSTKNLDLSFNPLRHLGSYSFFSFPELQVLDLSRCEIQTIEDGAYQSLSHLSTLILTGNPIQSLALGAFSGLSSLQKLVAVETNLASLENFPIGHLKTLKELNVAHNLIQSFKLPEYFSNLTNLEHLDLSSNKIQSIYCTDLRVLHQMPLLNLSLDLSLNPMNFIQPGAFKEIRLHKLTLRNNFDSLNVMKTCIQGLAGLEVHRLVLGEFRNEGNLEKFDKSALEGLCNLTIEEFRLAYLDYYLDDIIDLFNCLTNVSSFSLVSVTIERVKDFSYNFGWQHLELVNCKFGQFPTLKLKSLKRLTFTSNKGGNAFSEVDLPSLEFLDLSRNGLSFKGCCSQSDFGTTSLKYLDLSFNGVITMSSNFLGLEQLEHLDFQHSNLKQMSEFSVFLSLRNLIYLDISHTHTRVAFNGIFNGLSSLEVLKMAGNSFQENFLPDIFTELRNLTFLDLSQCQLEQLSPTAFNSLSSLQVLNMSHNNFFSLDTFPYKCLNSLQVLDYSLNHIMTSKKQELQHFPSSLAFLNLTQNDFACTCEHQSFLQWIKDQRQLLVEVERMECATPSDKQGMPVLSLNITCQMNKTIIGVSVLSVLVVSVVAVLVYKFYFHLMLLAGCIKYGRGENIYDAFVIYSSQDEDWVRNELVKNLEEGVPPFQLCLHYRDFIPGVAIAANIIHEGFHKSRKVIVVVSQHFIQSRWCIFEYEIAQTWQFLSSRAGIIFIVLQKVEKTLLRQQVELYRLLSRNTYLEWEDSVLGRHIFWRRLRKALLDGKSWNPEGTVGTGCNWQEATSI
Target sequence (Q99836 whole entry, looked up): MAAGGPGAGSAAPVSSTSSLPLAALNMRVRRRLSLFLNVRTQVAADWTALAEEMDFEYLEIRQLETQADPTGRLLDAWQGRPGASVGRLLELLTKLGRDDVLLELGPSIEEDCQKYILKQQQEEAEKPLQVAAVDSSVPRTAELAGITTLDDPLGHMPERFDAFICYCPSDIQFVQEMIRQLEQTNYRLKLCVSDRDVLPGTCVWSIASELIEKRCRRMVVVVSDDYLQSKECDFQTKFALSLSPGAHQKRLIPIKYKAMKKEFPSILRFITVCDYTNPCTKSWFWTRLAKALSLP
Diaphorase act – diaphorase activation or chemical reduction counter-screen | Diaphorase/resazurin coupled assay, resorufin fluorescence, 16 min; active compounds read high; 1 = vehicle wells, 0 = NADH-free wells | activation factor at 20 µM | 190,000 tested, 0.005% active | AID 1229;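 active = diaphorase activity raised at least twofold by the compound at 20 µM; inactive = activation factor below 2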
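Material: purified diaphorase enzyme from Clostridium kluyveri; Also added: 0.114 mM NADH and 0.1 mM resazurin, final amounts; Doses: single compound dose of 20 µM, 1% DMSO final; Times: 16 min enzyme reaction, ambient temperature; Detection: resorufin fluorescence, excitation 544 nm, emission 590 nm; Measure: increased resorufin signal from activators or reducing compounds.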
Starred values were filed as active, the others as inactive; / = not tested or not shown.

canonical_smiles,APP 5'UTR act,NF-kB expr up,STAT1 act,G6PDH counter,APP 5UTR inh,Diaph inh CS,FLuc inhib CS,FLuc stim CS,TLR4 MyD88 comp,Diaphorase act
CC(=O)Nc1ccc(Nc2nc(C)nc3c2oc2ccccc23)cc1,4,0.54,99,-4,-4,12,-4,1,-11,0.9
CCCn1c(N)c(Sc2ccc([N+](=O)[O-])cc2)c(=O)n(CCC)c1=O,9,1.2,102,10,-10,2,-8,1.1,-2,1
CN(C)C(=O)CSc1nc(-c2ccccc2)nc2c1CCCC2,-8,0.96,100,0,8,8,-7,1.1,13,0.9
Cc1ccc(C(=O)N2CCCC2)cc1S(=O)(=O)Nc1ccccc1,-7,1.2,97,-7,7,21,-4,1,-2,0.8
CCC(C)(C)NC(=O)C(c1ccc(F)cc1)N(Cc1ccc(OC)cc1)C(=O)c1cnccn1 (stereo not drawn),36,1.7,122,5,-36,28,-2,1,2,0.7
CCOC(=O)c1sc(/N=C/c2c(O)ccc3ccccc23)cc1C,-4,1.4,100,37,4,40,24,0.8,-16,0.6
COc1ccc(C(=O)NCCn2cc(SCC(=O)Nc3cc(C)on3)c3ccccc32)cc1OC,-10,0.65,102,18,10,9,-2,1,9,0.9
COc1ccc(Cl)cc1NC(=O)Cn1nc(-c2ccc(C)cc2)n(C)c1=S,13,0.87,107,4,-13,1,-5,1.1,5,1
O=C(NCCc1ccccc1)c1ccc2nccnc2c1,75,1.1,81,13,-75,/,77*,0.2,14,/
c1csc(-c2ccnc3ncnn23)c1,23,1.1,93,3,-23,15,0,1,-5,0.9
CC(C)(C)n1nnnc1C(c1ccccc1F)N1CCN(C2CCCC2)CC1 (stereo not drawn),5,1.1,116,-1,-5,2,-2,1,-3,1
CCN(CC)c1ccc(C(=O)OCc2c(C)noc2C)cc1,0,1.2,95,4,0,19,-5,1.1,-8,0.8
O=C1OC(Nc2ccc3ncccc3c2)c2ccccc21 (stereo not drawn),12,0.95,100,28,-12,56*,1,1,0,0.4
CCn1c(C)[n+](Cc2ccccc2)c2ccc(Cl)cc21,-16,1,101,1,16,3,0,1,4,1
COC(=O)C(CCCN1C(=O)c2ccccc2C1=O)(NC(C)=O)c1nnn(C)n1 (stereo not drawn),11,1.3,100,5,-11,14,-6,1.1,4,0.9
CC(=O)c1cccc(NC2c3ccccc3C(=O)N2Cc2ccc3c(c2)OCO3)c1 (stereo not drawn),-15,0.8,98,-10,15,19,-7,1.1,-19,0.8
Cc1ccc2nc(SCC(=O)c3c[nH]c4ccccc34)[nH]c2c1,-2,1.1,98,14,2,-4,5,1,5,1
CCOC(=O)c1c(NC(=O)C2=C(C)NC(=S)NC2c2ccc(C)cc2)sc(C)c1C (stereo not drawn),19,0.55,96,1,-19,8,3,1,-4,0.9
COc1ccc(CNC(=O)/C=C/c2cc3c(cc2Br)OCO3)cc1,9,1.1,94,4,-9,1,-8,1.1,0,1
COc1ccc(-c2nsc3c(N4CCN(S(=O)(=O)c5ccccc5F)CC4)ncnc23)cc1,5,0.9,105,5,-5,-4,-4,1,-3,1
Cc1cc(NC(=O)CC#N)n(-c2ccccc2)n1,11,1.3,98,1,-11,38,-6,1.1,-9,0.6
CC(C)(C)c1cc(Br)c(O)c(N=Nc2ccc(S(=O)(=O)N3CCOCC3)cc2)c1,-8,0.95,97,5,8,29,-1,1,-6,0.7
CC1(C)CC(=O)c2c(oc3ccc(NS(=O)(=O)c4ccc(C(=O)O)cc4)cc23)C1,-6,1.1,108,-1,6,32,-9,1.1,-3,0.7
CC(=O)C1=C(O)C(=O)N(c2nccs2)C1c1ccc(Br)cc1 (stereo not drawn),13,1.4,100,6,-13,7,-1,1,-12,0.9
CCOC(=O)C1(Cc2ccccc2)CCN(Cc2ccc3cc(NC(C)=O)ccc3n2)CC1,12,0.71,94,8,-12,23,-6,1.1,4,0.8
CCC(C)(C)NC(=O)C1CCN(c2nc(OC)nc(OC)n2)CC1,10,1.3,95,4,-10,5,-1,1,-9,0.9
CSc1nc2ccc(S(N)(=O)=O)cc2s1,-5,1.2,94,1,5,4,-6,1.1,-9,1
Cc1cc(NC(=O)C2C3C(=O)N(Cc4ccc(Cl)cc4)C(C(=O)NCc4ccccc4)C34C=CC2(C)O4)no1 (stereo not drawn),9,1.2,104,-1,-9,-3,-9,1.1,7,1
O=C(c1ccccc1)c1ccc2ccccc2n1,15,1.4,112,7,-15,6,1,1,5,0.9
O=C(/C=C/N1CCN(Cc2ccccc2)CC1)C(F)(F)F,-9,1.4,101,0,9,-2,-9,1.1,-1,1

canonical_smiles,APP 5'UTR act,NF-kB expr up,STAT1 act,G6PDH counter,APP 5UTR inh,Diaph inh CS,FLuc inhib CS,FLuc stim CS,TLR4 MyD88 comp,Diaphorase act
O=C(NCN1C(=O)C2C3C=CC(C3)C2C1=O)Nc1nccs1 (stereo not drawn),-5,1.1,105,5,5,3,-10,1.1,-3,1
CCC(=O)N1CCCc2cc(S(=O)(=O)N3CCN(c4ncccn4)CC3)ccc21,-2,0.72,98,13,2,18,-6,1.1,-3,0.8
CCOC(=O)c1cc(-c2cccs2)nc2onc(C)c12,1,0.86,107,2,-1,15,-3,1,3,0.9
O=C(c1nc2ccccn2c1CNCC1OCCc2ccccc21)N1CCOCC1 (stereo not drawn),4,0.99,104,6,-4,1,-5,1.1,-4,1
O=c1c2c3nc4ccccc4nc3n(/N=C/c3ccco3)c2ncn1CCC1=CCCCC1,/,/,/,2,/,32,-4,1,/,0.7
CCOC(=O)Nc1ccc(OC)c([N+](=O)[O-])c1,6,1.3,97,0,-6,0,1,1,9,1
Cc1ccc(-c2cc(C(=O)OCn3nnc4ccccc4c3=O)c3ccccc3n2)cc1,1,0.81,107,9,-1,22,-1,1,-8,0.8
CS(=O)(=O)c1ccccc1-c1nc(-c2cccc(Cl)c2)no1,14,1.2,117,2,-14,20,0,1,1,0.8
O=C1CC(=O)N(CCNc2ncc(C(F)(F)F)cc2Cl)C(=O)N1,9,0.9,99,-1,-9,15,-10,1.1,8,0.9
Cc1nc2ccccc2c(=O)n1/N=C/c1ccncc1,18,1.2,96,-15,-18,2,-10,1.1,-7,1
Cc1ccc2c(CSc3nncs3)cc(=O)oc2c1,-1,1.2,107,6,1,16,-4,1,1,0.8
C=CCn1cccc(C(=O)Nc2ccc(OCC)cc2)c1=O,9,2.3,115,2,-9,17,30,0.7,-7,0.8
C(=N\n1cnnc1)/c1ccc2ncccc2c1,7,0.98,103,4,-7,-7,-2,1,1,1.1
CN(C)S(=O)(=O)c1cccc(NC(=S)Nc2ccc(Cl)cc2Cl)c1,-29,1.2,97,4,29,1,-1,1,2,1
NC(=O)C1CC(=O)N(c2ccc(OCC(=O)Nc3cccc(C(F)(F)F)c3)cc2)C1 (stereo not drawn),3,0.85,100,12,-3,1,0,1,-2,1
O=C(COc1ncnc2c(Cl)cc(Cl)cc12)N1CCN(S(=O)(=O)c2ccccc2)CC1,-22,1.1,106,-8,22,9,-4,1,10,0.9
COCc1cc(C)n(CC(=O)OC)c(=O)c1C#N,-2,1.1,105,13,2,9,-6,1.1,-7,0.9
CS(=O)(=O)c1cnc(-c2cccnc2)nc1N,6,1.5,94,9,-6,4,-3,1,-2,1
COc1cccc(C(=O)Nc2ccc(N3CCCC3)cc2)c1,83,3.3*,127,7,-83,13,68*,0.3,-3,0.9
O=CN1CCN(C(C(=O)NC2CCCC2)c2cc3c(cc2[N+](=O)[O-])OCO3)CC1 (stereo not drawn),20,1.1,104,1,-20,17,-6,1.1,7,0.8
C[C@@H](C(=O)Nc1nc2ccccc2s1)N1C(=O)C2CC=CCC2C1=O (stereo partly drawn),12,1.2,104,1,-12,31,0,1,13,0.7
CCn1c(SCC(=O)N2CCCc3ccccc32)nc2cccnc21,-4,0.87,95,-15,4,15,-2,1,-20,0.9
CCc1ccc(OCCCC(=O)NCc2ccco2)cc1,6,0.98,100,5,-6,0,-6,1.1,2,1
CN(C)c1ccc(C(=O)NC2CCCc3ccccc32)cc1 (stereo not drawn),36,1.4,113,2,-36,4,7,0.9,4,1
CCOC(=O)C1=C(CC)Nc2ccccc2N=C1NC(=O)c1cc(S(=O)(=O)N(C)C)ccc1Cl,-5,0.66,101,8,5,10,-4,1,6,0.9

An excerpt of these results, with each value named.
SMILES: COCc1cc(C)n(CC(=O)OC)c(=O)c1C#N
  APP 5'UTR act: -2 | NF-kB expr up: 1.1 | STAT1 act: 105 | G6PDH counter: 13 | APP 5UTR inh: 2 | Diaph inh CS: 9 | FLuc inhib CS: -6 | FLuc stim CS: 1.1 | TLR4 MyD88 comp: -7 | Diaphorase act: 0.9

SMILES: CS(=O)(=O)c1cnc(-c2cccnc2)nc1N
  APP 5'UTR act: 6 | NF-kB expr up: 1.5 | STAT1 act: 94 | G6PDH counter: 9 | APP 5UTR inh: -6 | Diaph inh CS: 4 | FLuc inhib CS: -3 | FLuc stim CS: 1 | TLR4 MyD88 comp: -2 | Diaphorase act: 1

SMILES: COc1cccc(C(=O)Nc2ccc(N3CCCC3)cc2)c1
  APP 5'UTR act: 83 | NF-kB expr up: 3.3* | STAT1 act: 127 | G6PDH counter: 7 | APP 5UTR inh: -83 | Diaph inh CS: 13 | FLuc inhib CS: 68* | FLuc stim CS: 0.3 | TLR4 MyD88 comp: -3 | Diaphorase act: 0.9

Gathered by group: those above with an aryl methoxy group (8)
canonical_smiles,APP 5'UTR act,NF-kB expr up,STAT1 act,G6PDH counter,APP 5UTR inh,Diaph inh CS,FLuc inhib CS,FLuc stim CS,TLR4 MyD88 comp,Diaphorase act
CCC(C)(C)NC(=O)C(c1ccc(F)cc1)N(Cc1ccc(OC)cc1)C(=O)c1cnccn1 (stereo not drawn),36,1.7,122,5,-36,28,-2,1,2,0.7
COc1ccc(C(=O)NCCn2cc(SCC(=O)Nc3cc(C)on3)c3ccccc32)cc1OC,-10,0.65,102,18,10,9,-2,1,9,0.9
COc1ccc(Cl)cc1NC(=O)Cn1nc(-c2ccc(C)cc2)n(C)c1=S,13,0.87,107,4,-13,1,-5,1.1,5,1
COc1ccc(CNC(=O)/C=C/c2cc3c(cc2Br)OCO3)cc1,9,1.1,94,4,-9,1,-8,1.1,0,1
COc1ccc(-c2nsc3c(N4CCN(S(=O)(=O)c5ccccc5F)CC4)ncnc23)cc1,5,0.9,105,5,-5,-4,-4,1,-3,1
CCC(C)(C)NC(=O)C1CCN(c2nc(OC)nc(OC)n2)CC1,10,1.3,95,4,-10,5,-1,1,-9,0.9
CCOC(=O)Nc1ccc(OC)c([N+](=O)[O-])c1,6,1.3,97,0,-6,0,1,1,9,1
COc1cccc(C(=O)Nc2ccc(N3CCCC3)cc2)c1,83,3.3*,127,7,-83,13,68*,0.3,-3,0.9

This is a random part of the collection (roughly 5.6% active in at least one column).
